From PubChem BioAssay
PMI inhibition = MPI inhibition at elevated mannose 6-phosphate – biochemical, fluorescence intensity, high mannose 6-phosphate, primary screen (AID 1220); inhibition, % at 20 µM; hits with a dose series show IC50 in µM; recombinant PMI enzyme, coupled fluorescence intensity; higher % means a stronger effect; 190,000 compounds, 0.66% hits
Lipid droplet = modulators of hepatic lipid droplet formation | inhibition, % at 6.5 µM | 240,000 compounds, 0.4% hits | AML12 mouse hepatocytes, oleate lipid droplets, BODIPY imaging | AID 1656;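 active = lipid droplet intensity inhibited by at least 50%, with more than 500 cells counted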
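Test system: AML12 hepatocytes (mouse); reagent: oleate loading, 100 µM; dosing: one dose, 6.5 µM compound; incubation: overnight exposure; signal: fluorescence imaging, 20x objective, two fields per well; read-out basis: % inhibition of corrected integrated BODIPY droplet signal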
XIAP antagonists = XIAP antagonists, biochemical, IAP family, fluorescence polarization (AID 1018). displacement, % at 20 µM, or IC50 in µM where a hit was titrated. XIAP BIR domain, fluorescence polarization peptide displacement; higher % means a stronger effect. 200,000 compounds, 0.007% hits; in the data active = displacement above about 50%; also: a part of the inactive calls stands beside numbers as strong as those of hits
TNAP activation fold = stimulation of alkaline phosphatase TNAP activity – biochemical, luminescent, no phosphate acceptor, uHTS, primary screen (AID 1001) | purified TNAP, luminescent activation assay, no phosphate acceptor; higher activation fold means a stronger effect | activation fold at 20 µM; hits with a dose series show EC50 in µM | 200,000 compounds, 0.03% hits; in the data active = activation fold from about 3, or a potency from the dose series; inactive = the rest, 99 in 100 with activation fold below about 1.6; also: many of its hits are not listed in these tables
SIAH1 antagonists = Siah-1 peptide-binding antagonists, primary screen, biochemical, fluorescence polarization, rhodamine-plectin, uHTS (AID 1817). Siah-1 / rhodamine-plectin peptide fluorescence polarization; higher % means a stronger effect. displacement, % at 20 µM, or IC50 in µM where a hit was titrated. 290,000 compounds, 0.02% hits;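 active = displacement of at least 50% at 20 µM, with a fluorescence ratio check between 0.3 and a set limit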;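 also: plate controls were Siah plus tracer with DMSO for no effect and tracer alone without Siah for full effect; strong numbers were not always called active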
human PMI inhibition = MPI enzyme activity inhibition – biochemical, fluorescence intensity, coupled assay, primary screen (AID 1209) | purified PMI enzyme, coupled fluorescence intensity; higher % means a stronger effect | inhibition, % at 20 µM, or IC50 in µM where a hit was titrated | 190,000 compounds, 0.42% hits;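 also: plate controls were DMSO vehicle for no effect and wells lacking substrate for full effect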
P. falciparum M1AAP = malaria alanyl aminopeptidase activity blockers – biochemical, fluorogenic H-Leu-NHMec substrate, 1536-well (AID 1445); recombinant M1AAP, H-Leu-NHMec fluorogenic kinetic assay; higher % means a stronger effect; one-dose inhibition, % at 30 µM; IC50 in µM for titrated hits; 220,000 compounds, 0.42% hits;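 active = primary inhibition above the hit cutoff, then over 50% inhibition at one or more dose response concentrations, cut at about 23% in these data, passing the limit was not always enough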;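 also: plate controls were DMSO full reaction for no effect and no enzyme background for full effect; strong numbers were not always called active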
P. falciparum M17LAP = P. falciparum M17LAP inhibitors, primary screen, biochemical, fluorogenic H-Leu-NHMec substrate, 1536-well (AID 1619) | recombinant M17LAP, H-Leu-NHMec fluorogenic kinetic assay; higher % means a stronger effect | 220,000 compounds, 0.38% hits | inhibition, % at 30 µM, or IC50 in µM where a hit was titrated;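 active = compound inhibiting the enzyme by more than half at any dose during confirmatory dose-response retesting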;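 also: plate controls were full reaction with DMSO carrier for no effect and no enzyme background for full effect; strong numbers were not always called active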
UTI89 phage lysis = inhibition of K1F phage lysis, E. coli UTI89, bacterial capsule biogenesis inhibitors, alamar blue (AID 488966) | 340,000 compounds, 0.02% hits | inhibition, % at 100 µM; hits with a dose series show IC50 in µM | E. coli UTI89 K1F phage lysis, alamar blue, 2 h; higher % means a stronger effect;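 active = phage lysis inhibition, versus mean bacterial control, above a set limit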;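 also: capsule biogenesis inhibitors block K1F phage lysis so surviving cells raise fluorescence; higher fluorescence means more inhibition of phage lysis; actives were called in the ten point dose series up to 300 µM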
Lipid droplet cells 6.5 µM = further read-out of Lipid droplet, marked with its call; cell count; measured here: cell count, cytotoxicity flag;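 cells counted across two imaged fields per well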
* hit, by the source's call; i = inactive; . = no result given; [ ] = remark or other dose. Rule as the data show it, unless noted: active = inhibition above about 50%; inactive = the rest. Random draw from the library. About 1.9% of those tested had a hit in this group.

SMILES | PMI inhibition | Lipid droplet | Lipid droplet cells 6.5 µM | XIAP antagonists | TNAP activation fold | SIAH1 antagonists | human PMI inhibition | P. falciparum M1AAP | P. falciparum M17LAP | UTI89 phage lysis
COc1ccc(C)c2sc(N(CCCN(C)C)C(=O)c3ccc(S(=O)(=O)N(C)C)cc3)nc12 | 3% | 27 | 680 | -7.7% | 1 | -3% | -7% | 0% | 1% | 0.1%
O=C(Nc1cccc(F)c1)c1ccco1 | -7% | 6 | 714 | -4.1% | 1.1 | 0% | 0% | -5% | 3% | 0.3%
COc1ccc(-c2cc3cc(C(=O)O)ccn3c2C(=O)c2ccccc2)cc1 | . | 6 | 629 | . | . | 2% | . | 7% | 24% | -2.3%
Cc1c(Cl)cccc1NC(=S)N1CCCN(Cc2ccccc2F)C1 | 10% | -11 | 635 | -3.9% | 1.1 | -4% | 8% | 17% | -1% | -0.7%[50 µM]
COc1ccc(Cc2noc(-c3ccc(C)cc3)n2)cc1 | 20% | 7 | 732 | -0.5% | 1 | 0% | 18% | -1% | 3% | 0.5%
COC1(OC)N=C(N)C2(C#N)C(c3ccc(F)cc3)C12C#N (stereo not given) | -3% | 14 | 680 | -7.9% | 1.1 | 5% | -2% | 4% | 2% | 0.0%
CC1(C)OC(=O)C(=CNC(CO)C(=O)O)C(=O)O1 (stereo not given) | 9% | 12 | 752 | -3.7% | 1.1 | -1% | -11% | 0% | -8% | -0.1%
O=C(O)c1ccccc1N/N=C/c1cc(Br)cc(Br)c1O | . | -21 | 769 | . | . | 9% | . | 18% | 30% | -0.3%
CC(C)(C)C(=O)Nc1nnc(-c2ccccc2)c(-c2ccccc2)n1 | . | 18 | 712 | . | . | -1% | . | -2% | 1% | 1.4%
O=S(=O)(c1ccc(F)cc1)N1CCn2c(nc3ccccc32)C1 | 7% | . | . | -4.4% | 1 | 1% | 6% | -1% | 4% | -0.5%
O=C(COC(=O)CCc1c[nH]c(=O)[nH]1)Nc1ccccc1Cl | -7% | -8 | 684 | -3.0% | 1.1 | -2% | 1% | 4% | -44% | 1.3%
CCCCn1c(C)nc2c(=O)n(C)c(=O)[nH]c21 | 1% | 3 | 747 | -4.5% | 1.1 | 3% | 7% | -3% | 8% | 0.0%
Cc1c(NS(=O)(=O)c2ccc(NCCN3CCOCC3)c([N+](=O)[O-])c2)c(=O)n(-c2ccccc2)n1C | 0% | -4 | 727 | -7.3% | 0.9 | -3% | -5% | -10% | 4% | 0.0%
CC1(C)N=C(SCC(=O)Nc2ccc(Cl)cc2)C(c2ccc(Cl)cc2)=N1 | -8% | -1 | 768 | -4.0% | 1.1 | 3% | -7% | 6% | 2% | 1.0%
COc1ccc(C2CC(=O)C(C=NCCN3CCN(C(C)=O)CC3)=C(O)C2)cc1OC (stereo not given) | -4% | . | . | -3.7% | 1.1 | 6% | 1% | . | . | .
COc1ccc([N+](=O)[O-])cc1Nc1ncnc2ccccc12 | -7% | 1 | 648 | -6.4% | 1.1 | 2% | -4% | 8% | 1% | 0.7%
O=c1nc(N2CCOCC2)nc2n1CCO2 | 3% | 10 | 724 | -6.5% | 1 | 2% | 5% | -2% | -4% | 5.7%
CC(=O)NC(NC(=S)Nc1cccc(Br)c1)C(Cl)(Cl)Cl (stereo not given) | . | 24 | 715 | . | . | 0% | . | 4% | 8% | -0.5%[50 µM]
NC(=O)C1=C[C@@H](c2ccccc2)C[C@@H](OCc2ccc(CO)cc2)O1 | 66%* | -28 | 748 | -4.3% | 1 | -3% | 24% | -3% | -6% | -0.5%
O=C(N/N=C/c1cccs1)/C(=C/c1ccccc1)NC(=O)c1ccccc1 | -7% | 20 | 706 | -5.6% | 0.9 | -1% | 0% | 11% | 14% | 0.5%
CC(=O)c1ccc(N(C(=O)Cn2nnc3ccccc32)C(C(=O)NC2CCCCC2)c2cn(C)nc2C)cc1 (stereo not given) | 46% | 7 | 703 | -3.1% | 1.1 | -7% | 3% | 4% | 23% | 0.5%
Cc1cc(=O)c2c(C)ccc(C)c2[nH]1 | . | 7 | 412 | . | . | 4% | . | 3% | -4% | 0.1%
Cc1ccc(CNc2ccc(N3CCOCC3)c(C(=O)O)c2)s1 | 9% | 0 | 757 | -13% | 1.2 | 4% | 9% | 16% | -12% | 0.5%
C=CCn1c(-c2c(C)nc3cc(C)ccn23)n[nH]c1=S | -3% | -16 | 705 | -6.0% | 1 | 3% | -6% | -5% | -2% | 1.2%[50 µM]
N#CCC(=O)N/N=C/c1cn(Cc2cccc3ccccc23)c2ccccc12 | . | 0 | 710 | . | . | -5% | . | -1% | -3% | 0.4%
CC(C)CC(=O)Nc1cccc(-c2csc(-c3ccccc3)n2)c1 | -5% | -4 | 556 | -8.5% | 1 | -2% | 0% | 6% | 0% | 0.0%
CCCCNS(=O)(=O)C1CCS(=O)(=O)C1 (stereo not given) | 10% | 2 | 780 | -14% | 1.1 | 1% | 2% | 3% | -1% | 1.0%
COc1cc(C(c2nnnn2C2CCCC2)N2CCN(C)CC2)cc(OC)c1OC (stereo not given) | -9% | 2 | 736 | -3.8% | 1.1 | 8% | 5% | 3% | 2% | 0.3%
CCOC(=O)C1(CC2CCCCO2)CCN(C2CCSCC2)CC1 (stereo not given) | -8% | -4 | 713 | -3.5% | 1.1 | 6% | 0% | 3% | -3% | 0.2%
CCOC(=O)c1cc2c(ccn2-c2ccc(F)cc2)n1CC(=O)NC(C)(C)C | 15% | 0 | 728 | -5.8% | 1.1 | -4% | 14% | 3% | -6% | .

Limited to P. falciparum M17LAP, for four of the compounds above:
mol | P. falciparum M17LAP
C=CCn1c(-c2c(C)nc3cc(C)ccn23)n[nH]c1=S | -2%
N#CCC(=O)N/N=C/c1cn(Cc2cccc3ccccc23)c2ccccc12 | -3%
CCOC(=O)c1cc2c(ccn2-c2ccc(F)cc2)n1CC(=O)NC(C)(C)C | -6%
CC(=O)c1ccc(N(C(=O)Cn2nnc3ccccc32)C(C(=O)NC2CCCCC2)c2cn(C)nc2C)cc1 (stereo not given) | 23%

Compound profiles (already shown).
Listed for N#CCC(=O)N/N=C/c1cn(Cc2cccc3ccccc23)c2ccccc12 → PMI inhibition = .; Lipid droplet = 0; Lipid droplet cells 6.5 µM = 710; XIAP antagonists = .; TNAP activation fold = .; SIAH1 antagonists = -5%; human PMI inhibition = .; P. falciparum M1AAP = -1%; P. falciparum M17LAP = -3%; UTI89 phage lysis = 0.4%
Listed for CC(=O)c1ccc(N(C(=O)Cn2nnc3ccccc32)C(C(=O)NC2CCCCC2)c2cn(C)nc2C)cc1 (stereo not given) → PMI inhibition = 46%; Lipid droplet = 7; Lipid droplet cells 6.5 µM = 703; XIAP antagonists = -3.1%; TNAP activation fold = 1.1; SIAH1 antagonists = -7%; human PMI inhibition = 3%; P. falciparum M1AAP = 4%; P. falciparum M17LAP = 23%; UTI89 phage lysis = 0.5%

Later entries
SMILES | PMI inhibition | Lipid droplet | Lipid droplet cells 6.5 µM | XIAP antagonists | TNAP activation fold | SIAH1 antagonists | human PMI inhibition | P. falciparum M1AAP | P. falciparum M17LAP | UTI89 phage lysis
O=C(NC(=S)NC(c1ccccc1)c1ccncc1)c1ccccc1 (stereo not given) | 7% | -1 | 595 | -3.8% | 1.1 | 8% | 14% | 4% | -5% | 6.0%
O=C(Nc1ccccc1Oc1ccccc1)c1cnccn1 | 12% | -17 | 744 | -9.4% | 1.1 | -1% | 16% | 4% | 4% | 0.6%
CCOCc1cc(=O)[nH]c(SC)n1 | . | 5 | 741 | . | . | 8% | . | 3% | -17% | 0.1%
Cc1cc2nccc(-c3ccco3)n2n1 | 16% | . | . | -3.0% | 1.1 | 1% | 12% | 9% | 12% | 0.8%[50 µM]
COc1ccc(OC)c(NC(=O)C2COc3ccccc3O2)c1 (stereo not given) | 4% | . | . | -6.1% | 1 | -3% | -2% | 2% | -13% | 8.6%
Cc1c(NC(=O)C(C)OC(=O)c2cc3c4ccccc4n(C)c3s2)c(=O)n(-c2ccccc2)n1C (stereo not given) | -26% | -2 | 551 | -5.8% | 1.1 | 0% | -9% | 20% | 19% | -1.9%
CCC(C)[C@H](N)c1cn([C@@H](Cc2cc3ccccc3[nH]2)C(=O)N2CCNCC2)nn1 (stereo not given in full) | 16% | -7 | 679 | -5.5% | 1.2 | 12% | 2% | 5% | 1% | i
COc1ccc(CN(C)CC(=O)Nc2ccc(Cl)cc2C(F)(F)F)c(OC)c1 | 0% | -17 | 684 | -0.1% | 1.1 | 9% | 15% | -3% | 21% | -0.1%[50 µM]
CC(=O)Nc1ccc(S(=O)(=O)Oc2cccc(N3C(=O)C4CC=CCC4C3=O)c2)cc1 (stereo not given) | 5% | -5 | 768 | 1.8% | 1.1 | -4% | 11% | 15% | 16% | 0.0%
O=c1[nH]c(CN2CCN(c3ccc(F)cc3)CC2)nc2ccccc12 | 2% | . | . | -3.1% | 1.1 | 6% | 5% | -1% | 4% | 1.4%
